human PMI inhibition = MPI enzyme activity inhibition – biochemical, fluorescence intensity, coupled assay, primary screen (AID 1209). purified PMI enzyme, coupled fluorescence intensity; higher % means a stronger effect. one-dose inhibition, % at 20 µM; IC50 in µM for titrated hits. actives 0.42% (n = 190,000);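 also: plate controls were DMSO vehicle for no effect and wells lacking substrate for full effect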
RSV CPE inhibition = RSV antiviral activity via CPE protection, HEp-2 cells, primary 10 µM value included (AID 2391); HEp-2 cells, RSV-induced CPE inhibition; higher % means a stronger effect; CPE inhibition, % at 10 µM, or IC50 in µM where a hit was titrated; actives 0.13% (n = 310,000); in the data active = a potency from the dose series; also: strong numbers were not always called active
West Nile antiviral = inhibition of WNV-induced cytopathic effect – cell-based, CPE readout (AID 1621); West Nile virus-infected cells, CPE inhibition; higher % means a stronger effect; CPE inhibition, % at 10 µM, or IC50 in µM where a hit was titrated; actives 0.02% (n = 290,000); in the data active = a potency from the dose series; also: strong numbers were not always called active
M17LAP inhibition = P. falciparum M17LAP inhibitors, primary screen, biochemical, fluorogenic H-Leu-NHMec substrate, 1536-well (AID 1619); inhibition, % at 30 µM; hits with a dose series show IC50 in µM; actives 0.38% (n = 220,000); recombinant M17LAP, H-Leu-NHMec fluorogenic kinetic assay; higher % means a stronger effect;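 active = compound inhibiting the enzyme by more than half at any dose during confirmatory dose-response retesting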;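 also: plate controls were full reaction with DMSO carrier for no effect and no enzyme background for full effect; strong numbers were not always called active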
PMI inhibition = MPI inhibition at elevated mannose 6-phosphate – biochemical, fluorescence intensity, high mannose 6-phosphate, primary screen (AID 1220). one-dose inhibition, % at 20 µM; IC50 in µM for titrated hits. actives 0.66% (n = 190,000). recombinant PMI enzyme, coupled fluorescence intensity; higher % means a stronger effect
M1AAP inhibition = P. falciparum M1AAP inhibitors, biochemical, fluorogenic H-Leu-NHMec substrate, 1536-well (AID 1445). actives 0.42% (n = 220,000). inhibition, % at 30 µM, or IC50 in µM where a hit was titrated. recombinant M1AAP, H-Leu-NHMec fluorogenic kinetic assay; higher % means a stronger effect;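 active = primary inhibition above the hit cutoff, then over 50% inhibition at one or more dose response concentrations, cut at about 23% in these data, passing the limit was not always enough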;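 also: plate controls were DMSO full reaction for no effect and no enzyme background for full effect; strong numbers were not always called active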
TNAP activators = human TNAP enzyme activators, primary screen, biochemical, luminescent, no phosphate acceptor, uHTS (AID 1001); actives 0.03% (n = 200,000); purified TNAP, luminescent activation assay, no phosphate acceptor; higher activation fold means a stronger effect; activation fold at 20 µM, or EC50 in µM where a hit was titrated; in the data active = activation fold from about 3, or a potency from the dose series; inactive = the rest, 99 in 100 with activation fold below about 1.6; also: many of its hits are not listed in these tables
K1F lysis inhibition = protection from phage-mediated lysis, alamar blue read-out – E. coli UTI89, K1F phage, bacterial capsule biogenesis inhibitors (AID 488966); E. coli UTI89 K1F phage lysis, alamar blue, 2 h; higher % means a stronger effect; inhibition, % at 100 µM; hits with a dose series show IC50 in µM; actives 0.02% (n = 340,000);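 active = phage lysis inhibition, versus mean bacterial control, above a set limit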;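 also: capsule biogenesis inhibitors block K1F phage lysis so surviving cells raise fluorescence; higher fluorescence means more inhibition of phage lysis; actives were called in the ten point dose series up to 300 µM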
T cell modulator = T cell immune modulation candidate; 2C CD8+ T cell-vesicle binding, flow cytometry; active compounds read low; calls only at 7 µM; actives 0.068% (n = 330,000); AID 2052;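 active = response, share of CD8 T cells binding vesicles, and their 90th percentile fluorescence all below set limits, cut at about 80% in these data, passing the limit was not always enough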
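Also added: QL9-peptide-loaded Drosophila micro-vesicles bearing Ld, ICAM-1 and B7-1; Test system: purified 2C TCR transgenic mouse naive CD8+ T cells; Measured by: cytometric PE anti-B7-1 and Alexa647 anti-CD8 signals after 1% paraformaldehyde fixation; Timing: binding step 1.5 h, 37 °C, antibody labelling 20 min, ice.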
T cell modulator vesicle-bound % = second read-out of T cell modulator, no call of its own (marks repeat the call); double positive events, %; measured here: CD8+ vesicle-bound cell fraction;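 binding gate set so that unloaded-vesicle control wells show 10% double positive cells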
Starred values were filed as active, the others as inactive; i = inactive; · = no result given; [ ] = another dose, or the depositor's remark. Rule as the data show it, unless noted: active = inhibition above about 50%; inactive = the rest. Outcome played no part in choosing rows; any-hit rate near 1.5%.

Every second line gives: T cell modulator	RSV CPE inhibition	T cell modulator vesicle-bound %	West Nile antiviral	TNAP activators	M1AAP inhibition	human PMI inhibition	PMI inhibition	M17LAP inhibition	K1F lysis inhibition
- S=C(NCc1ccc2c(c1)OCO2)NCc1ccco1
  i	1.0%	32	1.0%	1	3%	0%	-12%	-2%	-0.5%
- COC(=O)c1c(NS(C)(=O)=O)sc2c1CCCC2
  i	0.2%	56	-0.3%	1	7%	-39%	-66%	-4%	2.1%
- CN=C(c1ccc(C)cc1)n1c(=S)nc(-c2ccc(C)cc2)n(C)c1=S
  i	1.6%	55	-0.1%	1.5	1%	38%	14%	-4%	1.2%
- Cc1[nH]c(=O)[nH]c(=O)c1S(=O)(=O)N(C)Cc1ccccc1
  i	0.7%	37	-0.4%	1.1	5%	-12%	-6%	4%	0.1%
- CCC(C)Sc1nc2c(c(=O)n1C)SC(C)C2 (stereo not drawn)
  i	0.0%	32	0.1%	1.1	23%*	4%	5%	7%	0.7%
- CC#CC[N+](C)(C)CCCCCCCCCC
  i	1.4%	13	-0.1%	·	6%	·	·	1%	0.9%
- CCOc1cc(C)c(Cl)cc1S(=O)(=O)NC1CC(C)(C)NC(C)(C)C1
  i	-0.1%	46	-0.3%	1.1	2%	-1%	4%	-10%	7.7%
- COc1cccc(OCc2cc(C(=O)N3CCN(c4ccccc4O)CC3)no2)c1
  i	0.6%	25	1.5%	·	·	·	·	·	0.0%
- CCCCC(=O)O[C@]1(C(=O)CO)CC[C@H]2[C@@H]3CCC4=CC(=O)CC[C@]4(C)[C@H]3[C@@H](O)C[C@@]21C
  i	-2.4%	23	-0.4%	1.1	3%	-5%	-2%	9%	-1.3%
- O=C(NC1CCCCC1)N1CCCC1
  i	-0.2%	37	0.5%	1.1	-1%	10%	15%	-11%	2.1%

Entries from the list above that have two or more sulfur atoms:
Every second line gives: T cell modulator	RSV CPE inhibition	T cell modulator vesicle-bound %	West Nile antiviral	TNAP activators	M1AAP inhibition	human PMI inhibition	PMI inhibition	M17LAP inhibition	K1F lysis inhibition
- COC(=O)c1c(NS(C)(=O)=O)sc2c1CCCC2
  i	0.2%	56	-0.3%	1	7%	-39%	-66%	-4%	2.1%
- CN=C(c1ccc(C)cc1)n1c(=S)nc(-c2ccc(C)cc2)n(C)c1=S
  i	1.6%	55	-0.1%	1.5	1%	38%	14%	-4%	1.2%
- CCC(C)Sc1nc2c(c(=O)n1C)SC(C)C2 (stereo not drawn)
  i	0.0%	32	0.1%	1.1	23%*	4%	5%	7%	0.7%

Following part
Every second line gives: T cell modulator	RSV CPE inhibition	T cell modulator vesicle-bound %	West Nile antiviral	TNAP activators	M1AAP inhibition	human PMI inhibition	PMI inhibition	M17LAP inhibition	K1F lysis inhibition
- CC1CCC(NC(=O)c2ccc(S(C)(=O)=O)cc2)CC1 (stereo not drawn)
  i	0.2%	37	-0.1%	1.1	23%	3%	-4%	23%	1.5%
- CCC1Sc2ccc(S(=O)(=O)CCC(=O)Nc3ccccc3Br)cc2NC1=O (stereo not drawn)
  i	4.5%	48	-0.1%	·	·	·	·	·	0.0%
- COCCN1CCN(C(=O)c2ccc3oc(CCc4ccccc4)nc3c2)CC1
  i	0.9%	20	-0.1%	·	·	·	·	·	-0.1%
- Cc1cc2ncn(CCC(=O)NC(C)(C)C)c2cc1C
  i	-1.3%	59	0.1%	1	-1%	·	·	3%	1.3%
- Nn1c(SCc2cccc(Cl)c2)nnc1-c1ccncc1
  i	-2.2%	33	-0.8%	·	7%	·	·	-10%	0.8%
- CC(=O)c1ccc(C(=O)N(CCN(C)C)c2nc3c(Cl)cccc3s2)cc1
  i	-1.4%	38	0.0%	1	4%	-22%	-25%	0%	0.5%
- N#Cc1cccc(OCC(=O)NC(=O)NCc2ccccc2)c1
  i	0.4%	30	-0.5%	1.1	-1%	-5%	0%	0%	-0.2%
- O=C(CN(C1CCCCC1)S(=O)(=O)c1ccc(F)cc1)Nc1ccc2c(c1)OCO2
  i	-0.1%	53	-0.8%	1.2	5%	-4%	-1%	-1%	0.3%
- O=C(CC(c1ccc(F)cc1)c1ccco1)N1CCCC1 (stereo not drawn)
  i	-0.5%	31	-0.1%	1.1	9%	-20%	-11%	15%	2.5%
- CCOc1ccc(CC(=O)C2C(=O)CCCC2=O)cc1OCC
  i	0.6%	39	0.7%	1	3%	-39%	-106%	-9%	0.8%[50 µM]
- Cc1nn(-c2ccccc2)c(C)c1C(=O)NCc1ccccc1F
  i	2.7%	28	0.6%	·	·	·	·	·	0.2%
- COc1ccc(C(=O)NCc2c(CC(C)C)oc(C)c2C(=O)O)cc1
  i	-0.8%	12	0.1%	1.1	1%	8%	10%	14%	-0.3%
- CC1CCN(S(=O)(=O)c2nnc(NC(=O)COc3ccccc3F)s2)CC1
  i	1.2%	23	0.0%	·	·	·	·	·	0.3%
- CCc1ccccc1NC(=O)CSc1n[nH]c(C)c1[N+](=O)[O-]
  i	2.7%	50	-0.1%	1.1	12%	13%	7%	-11%	-0.4%[50 µM]
- CC(C(=O)O)N1C(=O)/C(=C/C=C/c2ccco2)SC1=S (stereo not drawn)
  i	2.5%	55	0.2%	0.7	10%	-19%	-34%	18%	0.7%
- Cc1ccccc1-n1c(-c2csc3ccccc23)n[nH]c1=S
  i	2.5%	46	-0.6%	1	4%	-1%	-1%	6%	9.5%
- Cc1ccc(N2CC(C(=O)OCC(=O)c3ccc(F)cc3)CC2=O)cc1 (stereo not drawn)
  i	0.1%	50	-0.7%	·	·	·	·	·	0.2%
- Cc1ccccc1NC(=S)N1CCN(c2ccccc2)CC1
  i	1.9%	62	-1.1%	·	·	·	·	·	0.1%
- Cc1ccc(C)c(C(C)NC(=O)c2ccccc2Br)c1 (stereo not drawn)
  i	5.2%	48	-0.5%	1.1	-2%	-6%	-4%	4%	1.9%[50 µM]
- COc1ccccc1OCCC(=O)OCCN1C(=O)c2ccccc2C1=O
  i	0.9%	23	-0.4%	1.1	3%	-4%	1%	3%	0.5%
- C=C(C)C(=O)Nc1cccc(C2=NOC3(C2)C[C@@H](C(N)=O)N(C(=O)C2(C)CC2)C3)c1 (stereo partly drawn)
  i	9.7%	31	1.1%	·	3%	·	·	4%	1.7%
- C/C(=N\NC(=O)C(O)(c1ccccc1)c1ccccc1)c1ccc(C)o1
  i	1.9%	53	-0.8%	1	16%	-6%	11%	4%	0.3%
- Cc1ccc(S(=O)(=O)N2CCN(C(=O)C3CCN(C(=O)c4ccccc4C)CC3)CC2)cc1C
  i	0.6%	26	-1.7%	1.2	10%	-1%	7%	-1%	0.2%
- O=C(c1ccc2c(c1)OCO2)N1CCN(c2ccc(Cl)cc2)CC1
  i	18%	36	-0.6%	1.1	7%	8%	12%	6%	0.0%
- O=C(CSc1nc(-c2ccc(F)cc2)cs1)N1CCN(C(=O)c2ccco2)CC1
  i	7.4%	38	-0.6%	1.1	4%	10%	14%	-1%	-0.2%
- CCCCNC(=O)C1(O)c2ccccc2NC(=O)N1c1ccc(Cl)cc1 (stereo not drawn)
  i	0.3%	30	-0.5%	·	·	·	·	·	0.1%
- CN1C/C(=C/c2ccsc2)C(=O)/C(=C/c2ccsc2)C1
  i	3.1%	56	0.8%	1	6%	-7%	-16%	14%	0.1%
- COc1cc(CNc2ccc3[nH]c(=O)[nH]c3c2)cc(Cl)c1OCC(=O)NC(C)(C)C
  i	0.5%	44	0.3%	1	8%	·	·	4%	1.1%
- Nn1cnnc1N/N=C/c1cccc(Cl)c1Cl
  i	3.2%	13	-0.5%	·	·	·	·	·	-0.2%[50 µM]
- CCOc1ccc2c(c1)[N+](C)(C)C(C)(C)C=C2C
  i	1.2%	47	0.2%	1.1	12%	41%	16%	11%	·
- CCCN1CC(=O)N2C(c3ccccc3)c3[nH]c4ccccc4c3C[C@H]2C1=O (stereo partly drawn)
  i	2.2%	25	-0.8%	·	·	·	·	·	0.7%[50 µM]
- CCOCCCNC(=O)CN1C(=O)NC(Cc2c[nH]c3ccccc23)C1=O (stereo not drawn)
  i	0.1%	45	0.3%	·	·	·	·	·	0.0%
- Cc1cc(Nc2ccc(F)cc2C)n2ncnc2n1
  i	0.6%	43	0.1%	1.1	8%	7%	4%	20%	5.8%
- CCCCNC(=O)CSc1nnc(-c2ccc(S(=O)(=O)N3CCCC3)cc2)n1C
  i	-0.4%	16	-0.1%	1.1	11%	-4%	-6%	0%	0.0%
- O=c1c(=Nc2ccccc2O)c(=O)c2ccccc12
  i	-2.3%	56	-0.3%	1.1	-8%	14%	46%	9%	-0.1%
- O=C(O)C(Cc1ccc(Cl)cc1)NS(=O)(=O)c1ccc(Cl)cc1 (stereo not drawn)
  i	0.3%	58	0.7%	·	·	·	·	·	0.2%
- CC1CN(Cc2ccccc2)c2ccccc2NC1=S (stereo not drawn)
  i	4.3%	32	-0.6%	1	7%	0%	-12%	7%	i
- COc1ccc(-c2nnc(SCC(=O)c3cc(C)n(Cc4cccs4)c3C)o2)cc1
  i	0.1%	37	0.0%	1.1	4%	16%	10%	1%	0.0%
- Cc1cc(-c2nn(-c3ccccc3F)cc2CNCCc2cnc[nH]2)c(C)s1
  i	-1.5%	39	-0.4%	1.8	0%	10%	6%	-5%	0.9%
- Cc1cc(C)cc(NC(=S)N=Nc2c(O)n(C)c3ccc(S(=O)(=O)N4CCOCC4)cc23)c1
  i	1.6%	15	0.0%	0.6	0%	4%	15%	4%	3.4%
- CCOC(=O)C1=C(CC)Nc2ccccc2N=C1NC(=O)Cn1cnc2ccccc2c1=O
  i	0.5%	10	1.4%	1.1	7%	-1%	2%	2%	4.2%
- Cc1cc(C)cc(Nc2ccc([N+](=O)[O-])nc2[N+](=O)[O-])c1
  i	0.9%	16	-0.2%	1.1	10%	2%	7%	0%	2.5%
- COc1ccc(-c2nc(CS(=O)(=O)CC(=O)NCc3cccc(F)c3)c(C)o2)cc1
  i	1.3%	42	-0.8%	·	·	·	·	·	2.7%

One compound at a time, as listed above. Order of values: T cell modulator	RSV CPE inhibition	T cell modulator vesicle-bound %	West Nile antiviral	TNAP activators	M1AAP inhibition	human PMI inhibition	PMI inhibition	M17LAP inhibition	K1F lysis inhibition
Listed for CCCCNC(=O)CSc1nnc(-c2ccc(S(=O)(=O)N3CCCC3)cc2)n1C = i	-0.4%	16	-0.1%	1.1	11%	-4%	-6%	0%	0.0%
Listed for Cc1cc(-c2nn(-c3ccccc3F)cc2CNCCc2cnc[nH]2)c(C)s1 = i	-1.5%	39	-0.4%	1.8	0%	10%	6%	-5%	0.9%
Listed for O=c1c(=Nc2ccccc2O)c(=O)c2ccccc12 = i	-2.3%	56	-0.3%	1.1	-8%	14%	46%	9%	-0.1%

Source: PubChem BioAssay
